ULK1 inh: blocks human autophagy kinase ULK1 | O75385 | AlphaScreen Atg13 phosphorylation by ULK1, luminescence | inhibition, % at 5.96 µM | hit rate 1.9% among 30,000 | AID 1259251; in the data active = inhibition above about 43%;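 note: 0% = median of compound wells and 100% = no enzyme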
ASK1 inh: human ASK1 kinase inhibition, primary screen | Q99683 | inhibition, % at 7.44 µM | AID 1159602 | AlphaScreen MKK6 phosphorylation by ASK1, luminescence | hit rate 0.99% among 22,000; in the data active = inhibition above about 35%;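 note: 0% = median of compound wells and 100% = no enzyme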
Target sequence (Q99683 whole entry, looked up): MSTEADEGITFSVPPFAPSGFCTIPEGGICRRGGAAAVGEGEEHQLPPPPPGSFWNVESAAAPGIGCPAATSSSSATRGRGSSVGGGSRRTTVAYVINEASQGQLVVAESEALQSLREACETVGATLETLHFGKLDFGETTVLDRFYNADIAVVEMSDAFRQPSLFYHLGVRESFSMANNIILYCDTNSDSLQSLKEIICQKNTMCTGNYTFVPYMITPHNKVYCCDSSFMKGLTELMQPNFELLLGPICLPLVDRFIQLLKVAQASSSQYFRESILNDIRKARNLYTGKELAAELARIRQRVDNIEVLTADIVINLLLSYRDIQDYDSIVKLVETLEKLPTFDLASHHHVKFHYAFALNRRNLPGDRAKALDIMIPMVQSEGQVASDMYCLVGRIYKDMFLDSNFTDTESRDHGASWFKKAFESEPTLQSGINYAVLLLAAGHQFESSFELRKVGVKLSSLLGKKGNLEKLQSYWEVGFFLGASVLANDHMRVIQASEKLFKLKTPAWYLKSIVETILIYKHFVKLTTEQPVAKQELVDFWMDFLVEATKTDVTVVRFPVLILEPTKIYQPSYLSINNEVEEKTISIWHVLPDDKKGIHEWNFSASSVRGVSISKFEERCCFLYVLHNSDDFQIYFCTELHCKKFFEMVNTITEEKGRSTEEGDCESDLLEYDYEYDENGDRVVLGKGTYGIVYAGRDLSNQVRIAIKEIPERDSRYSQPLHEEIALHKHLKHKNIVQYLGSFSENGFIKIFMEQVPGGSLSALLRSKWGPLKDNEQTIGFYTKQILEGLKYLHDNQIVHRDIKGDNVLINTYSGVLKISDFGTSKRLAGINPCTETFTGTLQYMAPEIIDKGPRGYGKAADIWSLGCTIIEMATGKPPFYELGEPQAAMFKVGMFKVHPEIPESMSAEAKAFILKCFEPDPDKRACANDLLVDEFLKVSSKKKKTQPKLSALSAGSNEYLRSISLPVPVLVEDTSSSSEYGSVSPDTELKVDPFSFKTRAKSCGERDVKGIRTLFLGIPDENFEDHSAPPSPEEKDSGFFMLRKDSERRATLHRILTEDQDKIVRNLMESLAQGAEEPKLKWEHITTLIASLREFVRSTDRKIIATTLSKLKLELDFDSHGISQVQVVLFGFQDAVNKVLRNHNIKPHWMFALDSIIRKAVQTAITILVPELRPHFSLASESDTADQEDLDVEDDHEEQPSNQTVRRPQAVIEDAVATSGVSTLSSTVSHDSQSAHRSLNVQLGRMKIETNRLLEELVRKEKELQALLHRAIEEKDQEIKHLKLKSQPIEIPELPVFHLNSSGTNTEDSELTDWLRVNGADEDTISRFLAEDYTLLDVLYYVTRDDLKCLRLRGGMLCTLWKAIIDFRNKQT
Numbers without * were called inactive; . = no result given; & = joins results of further samples.

nr	structure	ULK1 inh	ASK1 inh
1	O=C(NCCCN1CCCC1=O)c1ccnc(-c2ccccc2)c1	4	-13
2	CCNc1cc(C(=O)NC2CCN(Cc3ccccc3)CC2)ccn1	1	-10
3	Cc1nn(C)c(C)c1-c1nccc(Nc2ccc(Oc3ccccc3)cc2)n1	-13	17
4	CCN(CC)c1nc(NCc2ccccc2)nc(Nc2ccc(N3CCOCC3)cc2)n1	-16	20
5	COc1nc(Nc2ccccn2)nc(NC2CC2)n1	-11	7
6	CC(CC(=O)c1ccc2c(c1)OCCO2)c1ccccc1 (centres undefined)	-6	.
7	c1ccc(OCCNc2cc(Oc3ccccc3)ncn2)cc1	-8	-26
8	CN1CCN(C(=O)c2ccc(-c3nccc(NCc4cccc(C(F)(F)F)c4)n3)cc2)CC1	-4	-6
9	OCCNc1ncnc2nc(Nc3nccc4ccccc34)[nH]c12	13	1
10	Cc1nc(-c2cccc(C(F)(F)F)c2)cc(N2CCOCC2)n1	-4	.
11	Cc1cc(NCc2ccccc2)nc(Nc2cccnc2)n1	-16	-9
12	COc1ccc(CCNc2nc(-c3cccc(N)c3)nc3c2ncn3Cc2ccc(C(F)(F)F)cc2)cc1	-19	10
13	CC(C)n1c(-c2ccc(C(N)=O)cc2)nc2c(NCCO)ncnc21	1	-5
14	COc1ccc(-c2cncc(C(=O)NCc3cccnc3)c2)cn1	7	-1
15	COC(CNc1cc(-c2cccnc2)nc(-c2ccncc2)n1)OC	-12	.
16	Cc1ccc(S(=O)(=O)NC(=O)NC(C)Cc2ccccc2)cc1 (centres undefined)	-28	.
17	Cc1nn(C)c(C)c1-c1nc(NCc2cccc(C(F)(F)F)c2)c2ncn(-c3ccsc3)c2n1	-9	-15
18	COc1cc2nc(Nc3ccccn3)nc(Nc3cc(OC)c(OC)c(OC)c3)c2cc1OC	-14	21
19	COc1ccc(CCNc2nc(N3CCC(N4CCOCC4)CC3)nc3c2ncn3-c2ccccc2)cc1	-14	19
20	COc1ccc(CCNC(=O)c2ccnc(-c3ccc(OC)nc3)c2)cc1	-1	-5
21	COc1ccc(CCNc2cc(Nc3ccncn3)ncn2)cc1	10	-3
22	CCCNC(=O)c1cnc(Nc2ccnn2C)s1	4	7
23	C[C@@H](CNc1nccc(Nc2ccncn2)n1)c1ccccc1	20	-12
24	Cc1ccc(-c2cnc(NCc3ccncc3)nc2)cc1	9	.
25	CC(=O)Nc1ccc(NC(=O)c2ccc(-c3ccccc3)s2)cc1	17	-5
26	CNC(=O)c1ccccc1Nc1cc(Nc2ccc3[nH]nc(C4=CCNCC4)c3c2)ncc1C(F)(F)F	-20	-8
27	CC1CNc2c(cccc2S(=O)(=O)N[C@@H](CCCN=C(N)N)C(=O)N2CC[C@@H](C)C[C@@H]2C(=O)O)C1 (some centres undefined)	2	.
28	CC1C(=O)C(C)C(c2ccc([N+](=O)[O-])cc2)NC1c1ccc([N+](=O)[O-])cc1 (centres undefined)	7	.
29	Cc1cc([N+](=O)[O-])c(NCc2cccnc2)c([N+](=O)[O-])c1	2	.
30	O=C(NCCO)c1cc(Nc2ccc3[nH]ncc3c2)ccn1	-11	-19
31	O=C(NCCc1ccc(O)cc1)c1cccc(Nc2ccc(N3CCOCC3)cc2)n1	-1	20
32	Nc1nc(Nc2ccccc2)cc(-c2ccc(N3CCOCC3)nc2)n1	-32	-9
33	O=C(NCCc1ccc(O)cc1)c1csc(Br)n1	9	-1
34	CCNc1ncc(C)c(NCCCN2CCCC2=O)n1	4	-3
35	CN(C)c1ccc(C(CN)N2CCN(c3ccc(F)cc3)CC2)cc1 (centres undefined)	5	.
36	CCN1C(=O)Cc2cc(NC(=O)c3ccc(C(C)(C)C)cc3)ccc21	-9	.
37	CCn1c(COc2cccc(C)c2)nnc1SCC(=O)NC1CCCCC1	2	.
38	FC(F)(F)c1ccc(Nc2nc(NC3CC3)c3ncn(-c4ccsc4)c3n2)cc1	-9	-3
39	N[C@H](Cc1ccc2ccccc2c1)c1nc2ccc(-c3ccncc3)cc2[nH]1	-18	9
40	Cc1cncc2cccc(N3CCN(C(=O)C(N)c4ccc(F)cc4)CC3)c12 (centres undefined)	4	-7
41	NC[C@H]1O[C@H](O[C@H]2C(O[C@@H]3O[C@H](CO)[C@@H](O)[C@H]3O)[C@@H](O)[C@H](N)C[C@@H]2N)[C@H](N)[C@@H](O)[C@@H]1O (some centres undefined)	4	.
42	O=C1CCCN1CCn1cnc2c(NCc3cccc(C(F)(F)F)c3)nc(Nc3ccncc3)nc21	12	-7
43	CC(C)=CCC/C(C)=C/CO	-5	.
44	COC(=O)/C=C/C(=O)OC	1	.
45	CCNc1cc(C(=O)NCCN2CCOCC2)ccn1	23	-4
46	CC(C)n1c(Nc2ccccn2)nc2c(NCc3ccccc3)ncnc21	-23	-5
47	CCOc1ccc(Br)cc1S(=O)(=O)Nc1ccc(-c2cn3ccc(C)nc3n2)cc1	3	.
48	c1ccc(OCCNc2cc(Nc3ccccn3)ncn2)cc1	-14	1
49	OC(COC1CCCCC1)Cn1nnc2ccccc21 (centres undefined)	5	.
50	O=C(c1ccccc1F)N1CCN(c2ccc(-c3cccs3)nn2)CC1	-5	.
51	CN(C)CCN(Cc1cccc(F)c1)C(=O)c1nc2ccc(-c3cn[nH]c3)cc2s1	-14	-10
52	CC(=O)Nc1ccc(Nc2cc(NCCCN3CCCC3=O)ncn2)cc1	-4	-10
53	OCCN1CCN(CC/C=C2/c3ccccc3Sc3ccc(Cl)cc32)CC1	20	.
54	O=C(Nc1ccc(N2CCOCC2)cc1)c1cccc(N2CCC(N3CCOCC3)CC2)n1	-3	13
55	COc1ccc(CCNC(=O)c2cccc(-c3ccc(OC)nc3)c2)cc1	-2	-4
56	COc1ccc(CCNC(=O)Cc2cn(-c3ccc(Nc4ccc(C(F)(F)F)cc4)nn3)c3ccccc23)cc1	-2	-8
57	Cn1nc(C2CC2)cc1Nc1cc(Nc2ccc(N3CCOCC3)cc2)ncc1C(F)(F)F	46*	10
58	CC(=O)Nc1ccc(Nc2nc(-c3cccs3)nc3nc[nH]c23)cc1	-12	14
59	Nc1cccc(-c2nc(NC3CC3)c3ncn(Cc4ccc(C(F)(F)F)cc4)c3n2)c1	-22	-1
60	Cn1nccc1Nc1ccc(-n2cc(CC(=O)Nc3ccc(N4CCOCC4)cc3)c3ccccc32)nn1	49*	-7

Along the list, quoted from above:
ULK1 inh, entries 37–47 → 2, -9, -18, 4, 4, 12, -5, 1, 23, -23, 3

Next compounds.
nr	structure	ULK1 inh	ASK1 inh
61	Cc1nn(C)c(C)c1-c1nc(NCc2ccccc2)c2ncn(C(C)C)c2n1	-1	-5
62	NC(=O)c1ccc(-c2cc(NCCc3ccc(O)cc3)nc(N)n2)cc1	-29	0
63	Cc1cccc(-c2cc(NCCCN3CCOCC3)ncn2)c1	2	-8
64	C=C1CC(C#N)C1	4	.
65	O=C(Cc1cn(-c2ccc(Nc3nccc4ccccc34)nn2)c2ccccc12)NCCc1ccc(O)cc1	-5	8
66	O=C(Nc1ccc2[nH]ncc2c1)[C@H](O)COc1ccc(C(F)(F)F)cc1	-30	-2
67	c1ccc2c(c1)CCc1ccccc1N2	-16	.
68	O=C(Cc1cn(-c2ccc(NCc3cccnc3)nn2)c2ccccc12)NCCN1CCOCC1	15	-2
69	O=C(NCc1cccc(C(F)(F)F)c1)c1ccnc(Nc2ccc(N3CCOCC3)cc2)c1	-4	7
70	Cc1ccc2c(c1)CC(C(=O)Nc1ccc(-c3cn[nH]c3)cc1C(=O)N(C)C)CO2 (centres undefined)	-4	6
71	Brc1ccccc1NCn1nnc2ccccc21	3	.
72	CCN(CC)C(=O)C1CCCN(c2nc(NCc3nc4ccccc4[nH]3)c3ncn(C4CCCCC4)c3n2)C1 (centres undefined)	-4	-4
73	COC(=O)C1=C(C)NC(=S)NC1c1ccc([N+](=O)[O-])c(O)c1 (centres undefined)	-5	.
74	COc1ccc2c(c1)C[C@H](C(=O)Nc1ccc(-c3cn[nH]c3)cc1N(C)CCN(C)C)NC2	-19	5
75	O=C(CCBr)N1CCN(C(=O)CCBr)CC1	5	.
76	O=C(NCCN1CCOCC1)c1ccnc(Nc2ccncn2)c1	1	2
77	CC(NC(=O)C(C(=O)c1ccccc1)n1ccccc1=O)c1ccccc1 (centres undefined)	1	.
78	COc1cc(-c2cn[nH]c2C)ccc1NC(=O)[C@@H]1COc2ccccc2O1	8	-10
79	CCOc1ccnc2c1c(=O)n(Cc1ccccn1)c(=O)n2C	-8	.
80	COc1ccc(CCNC(=O)c2ccnc(NCCN3CCOCC3)c2)cc1	-2	-10
81	O=C(NCCCN1CCCC1=O)c1cnc(Nc2ccc(C(F)(F)F)cc2)s1	-1	5
82	COc1cc(Nc2cc(-c3ccc4c(ccn4C)c3)nc(N)n2)cc(OC)c1OC	-7	25
83	O=C(NC1CCN(Cc2ccccc2)CC1)c1csc(-c2csc3ccccc23)n1	-2	-3
84	O=C(NCCc1ccc(O)cc1)c1cnc(N2CCC(N3CCOCC3)CC2)s1	-45	-10
85	O=C(NCCc1ccc(O)cc1)c1cccc(N2CCCC2CO)n1 (centres undefined)	-9	-14
86	COC(CNc1cc(-c2cncc(-c3ccccc3)c2)nc(C)n1)OC	-10	.
87	CC(C)(C)n1cc(NC(=O)C2CC(c3ccccc3O)=NO2)cn1 (centres undefined)	1	1
88	CC(=O)Nc1ccc(Nc2ccnc(-c3cccc(C(C)=O)c3)n2)cc1	-9	8
89	O=C(NCc1ccccc1)c1csc(NCCN2CCOCC2)n1	-6	-5
90	Cc1cccc(C(=O)O)c1O	12	.

In a second layout: results already given
Order of values: ULK1 inh, ASK1 inh
#70 Cc1ccc2c(c1)CC(C(=O)Nc1ccc(-c3cn[nH]c3)cc1C(=O)N(C)C)CO2 (centres undefined)
  -4, 6
#71 Brc1ccccc1NCn1nnc2ccccc21
  3, .
#72 CCN(CC)C(=O)C1CCCN(c2nc(NCc3nc4ccccc4[nH]3)c3ncn(C4CCCCC4)c3n2)C1 (centres undefined)
  -4, -4
#73 COC(=O)C1=C(C)NC(=S)NC1c1ccc([N+](=O)[O-])c(O)c1 (centres undefined)
  -5, .
#74 COc1ccc2c(c1)C[C@H](C(=O)Nc1ccc(-c3cn[nH]c3)cc1N(C)CCN(C)C)NC2
  -19, 5
#75 O=C(CCBr)N1CCN(C(=O)CCBr)CC1
  5, .

The list continues:
nr	structure	ULK1 inh	ASK1 inh
91	C[N+](C)(C)CCCCCCCCCC[N+](C)(C)C	-4	.
92	COc1ccc(-c2nccc(NCc3cccc(C(F)(F)F)c3)n2)cn1	-6	-3
93	COc1cc(NC(=O)c2cnc(N3CCOCC3)s2)cc(OC)c1OC	18	3
94	CCCCCN=C(N)N/N=C/c1c[nH]c2ccc(OC)cc12	-11	.
95	Cn1cc(C(=O)Nc2ccc(Cl)cc2Cl)c2[nH]c(=O)n(-c3ccccc3)c(=O)c21	-6	.
96	CC(C)N(CCNC(=O)c1csc(Oc2ccccc2)n1)C(C)C	6	-6
97	O=C(O)c1ccccc1NCCc1ccccc1	-3&-5	.
98	CC(C)CNC(=O)c1ccc(Br)cc1	2	.
99	CC(C)N(CCNC(=O)c1ccc2nc(N3CCCC3CO)sc2c1)C(C)C (centres undefined)	11	-3
100	CN1CCN(C(=O)c2ccc(-c3cccc(C(=O)Nc4ccccc4)n3)cc2)CC1	-14	5
101	CC(=O)Nc1ccc(Nc2nc(NCCCN3CCCC3=O)nc3c2ncn3CCN2CCCC2=O)cc1	4	0
102	O=C(NCC(O)C(=O)N1CCOCC1)c1ccnc(Nc2ccc3[nH]ncc3c2)c1 (centres undefined)	6	3
103	FC(F)(F)c1cccc(CNc2nc(N3CCC(N4CCOCC4)CC3)nc3c2ncn3-c2ccccc2)c1	-12	6
104	Cn1c(Nc2nc(NCCN3CCOCC3)c3ncn(Cc4ccc(C(F)(F)F)cc4)c3n2)nc2ccccc21	-19	-5
105	CCOC(=O)O[C@]1(C(=O)COC(=O)CC)CC[C@H]2[C@@H]3CCC4=CC(=O)C=C[C@]4(C)[C@H]3[C@@H](O)C[C@@]21C	-20	.
106	Cc1cnc(Nc2ccc3ncccc3c2)nc1Nc1ccc2c(c1)OCO2	-11	-29
107	CC(=O)c1cccc(-c2cc(NC3CC3)nc(N)n2)c1	-15	-6
108	COc1ccc(-c2nc(NCc3ccccc3)nc(OC)n2)cc1	1	8
109	Cc1ccc(-n2cc(-c3ccc(C(=O)N4CCCC4)cn3)cn2)cc1	9	.
110	Cc1cc(C)c2c(=O)[nH]n(C(C)C)c2n1	11	.
111	O=C1CCCN1CCn1cnc2c(NCCO)nc(Nc3cnccn3)nc21	30	1
112	CS(=O)(=O)c1cccc(N2CCN(Cc3cccc(C(F)(F)F)c3)C2=O)c1	0	.
113	COc1cccc(CNC(=O)c2[nH]c3cc(-c4cn[nH]c4)ccc3c2CN(C)C)c1	28	-3
114	Cc1cnc(Nc2ccnn2C)nc1NCCN1CCOCC1	-1	-12
115	Cc1c(C(=O)O)n[nH]c1-c1cccs1	0	.
116	COc1ccc(CCNc2nc(N3CCOCC3)nc3nc[nH]c23)cc1	-2	-7
117	OC1CCN(c2ncn(-c3ccc(Nc4nccc(-c5cccc(N6CCOCC6)c5)n4)cc3)n2)CC1	-33	1
118	CC(C)n1cnc2c(NCCN3CCOCC3)nc(-c3ccc(N4CCN(C)CC4)cc3)nc21	12	-1
119	COc1ccc(-c2cccc(C(=O)NC3CC3)n2)cc1	-10	-1
120	COc1cc(NC(=O)Cc2cn(-c3ccc(N4CCN(c5ccccn5)CC4)nn3)c3ccccc23)cc(OC)c1OC	25	18
121	CN1CCN(c2cc(-c3cccc(C(F)(F)F)c3)nc(-c3ccccn3)n2)CC1	-12	.

Reformatted: 2 of the compounds above
[97] O=C(O)c1ccccc1NCCc1ccccc1
[95] Cn1cc(C(=O)Nc2ccc(Cl)cc2Cl)c2[nH]c(=O)n(-c3ccccc3)c(=O)c21

| Compound | 97 | 95 |
| --- | --- | --- |
| ULK1 inh | -3&-5 | -6 |
| ASK1 inh | . | . |

From PubChem BioAssay
